# SIAE primary = human SIAE inhibitors, primary screen, biochemical, fluorescence polarization, FP-Rh probe, 1536-well HTS; hit rate 0.69% among 370,000; Sialate O-acetylesterase (Homo sapiens), Q9HAT2; SIAE FP-Rh probe binding; AID 1053197, 2014; inhibition, % at 9.66 µM;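 active = inhibition above a cutoff: mean of compounds within the control limits plus 3 SD of those, cut at about 17% in these data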;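 also: 0% = plate median of compound wells and 100% = probe without SIAE protein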
# Target sequence (Q9HAT2 whole entry, looked up): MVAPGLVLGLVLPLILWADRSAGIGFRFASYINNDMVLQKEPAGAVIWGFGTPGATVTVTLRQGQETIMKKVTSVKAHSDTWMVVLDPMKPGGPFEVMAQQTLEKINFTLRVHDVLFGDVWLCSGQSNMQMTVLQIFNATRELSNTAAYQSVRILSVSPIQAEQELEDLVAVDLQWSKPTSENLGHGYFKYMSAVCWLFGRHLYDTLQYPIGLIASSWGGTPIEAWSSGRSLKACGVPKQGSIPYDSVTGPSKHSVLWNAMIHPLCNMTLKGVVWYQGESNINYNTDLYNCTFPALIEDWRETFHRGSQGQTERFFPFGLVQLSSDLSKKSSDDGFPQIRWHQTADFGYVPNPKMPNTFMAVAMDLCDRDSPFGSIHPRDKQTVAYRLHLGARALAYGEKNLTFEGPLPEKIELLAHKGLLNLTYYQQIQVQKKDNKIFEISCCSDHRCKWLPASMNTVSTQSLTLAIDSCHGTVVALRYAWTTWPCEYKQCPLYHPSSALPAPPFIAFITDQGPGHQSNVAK
# TDP2 inh = human TDP2 enzyme inhibitors, primary screen, biochemical, epi absorbance, recombinant enzyme | hit rate 0.34% among 370,000 | inhibition, % at 12.8 µM | Tyrosyl-DNA phosphodiesterase 2 (Homo sapiens), O95551 | T5PNP hydrolysis, p-nitrophenol absorbance 415 nm;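 active = inhibition above the mean of all tested compounds plus 3 SD, set per campaign, cut at about 25% in these data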;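 also: 0% = DMSO with enzyme and 100% = buffer with substrate but no TDP2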
#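 Read-out basis: percent inhibition. System: recombinant human TDP2. Buffer or medium: Mg2+-containing Tris-HCl buffer, pH 7.5. Repeats: single replicate. Timing: reaction 2 h, 37 °C. Benchmarks: high control without enzyme, low control DMSO plus TDP2. Probe or stimulus: 5 mM T5PNP. Doses: 12.8 µM only. Measured by: epi absorbance of p-nitrophenol freed from T5PNP by hydrolysis.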
# PG9 binder = binders of HIV-1 gp120 antibody PG9, primary screen, biochemical, TR-FRET. HIV-1 gp120 / PG9 antibody interaction. TR-FRET gp120-PG9 antibody binding. inhibition, % at 6.7 µM. hit rate 0.43% among 360,000. AID 624416, 2012; in the data active = inhibition above about 8.5%
# Tn7 DDE FP = inhibitors of Tn7 peptide binding to fibrin DD(E), primary screen, biochemical, fluorescence polarization, human fibrin, Tn7 probe | hit rate 0.13% among 370,000 | FP displacement of FITC-Tn7 peptide from fibrin DD(E); 0% = median of compound wells per plate | Fibrinogen beta chain (Homo sapiens), P02675 | inhibition, % at 8.3 µM;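 active = inhibition above the mean of compounds falling within the control limits plus 3 SD of them, cut at about 14% in these data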;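 also: 0% = plate median of compound wells and 100% = 10 µM Aha-Tn7 peptide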
# Target sequence (P02675 whole entry, looked up): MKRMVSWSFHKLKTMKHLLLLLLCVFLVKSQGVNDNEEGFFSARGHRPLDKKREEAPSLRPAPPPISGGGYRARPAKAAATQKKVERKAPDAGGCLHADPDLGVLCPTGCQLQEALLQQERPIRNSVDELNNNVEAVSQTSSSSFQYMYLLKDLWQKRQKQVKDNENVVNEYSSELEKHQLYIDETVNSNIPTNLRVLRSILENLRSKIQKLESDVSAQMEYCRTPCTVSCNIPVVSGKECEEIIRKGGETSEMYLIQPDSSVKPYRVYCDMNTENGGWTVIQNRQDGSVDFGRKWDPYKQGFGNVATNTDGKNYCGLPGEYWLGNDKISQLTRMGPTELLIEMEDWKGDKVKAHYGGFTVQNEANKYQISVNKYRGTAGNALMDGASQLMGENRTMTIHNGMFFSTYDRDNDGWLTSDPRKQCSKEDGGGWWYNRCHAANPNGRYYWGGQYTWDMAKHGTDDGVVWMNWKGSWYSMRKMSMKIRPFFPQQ
#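 Measure: % inhibition scaled between sample-field median and high-control FP; Test system: human fibrin DD(E); Quantity: 2 µM final DD(E) protein; Doses: one dose, 8.3 µM nominal; Schedule: compound with protein 10 min, then 3 h after probe, room temperature; Detection: fluorescence polarization; Medium: Tris buffer with calcium and detergent, pH 7.8.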
# HTRA1 inhibitor = HTRA1 serine protease inhibitors, primary screen, biochemical, fluorescence polarization, HTS | Q92743 | recombinant HTRA1, FP-rhodamine activity-based probe | inhibition, % at 5.96 µM | hit rate 0.5% among 340,000 | AID 504803, 2011; in the data active = inhibition above about 36%;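 also: 0% = enzyme with DMSO and 100% = wells lacking enzyme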
# TCR-CD3 inh = inhibitors of human TCR-CD3 interaction, primary screen, biochemical, fluorescence, TAMRA-labeled TCR probe; T-cell receptor (TCR); inhibition, % at 9.4 µM; hit rate 0.37% among 360,000; AID 651800, 2012; in the data active = inhibition above about 19%;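 also: recombinant mutant TCR 2C K166C tagged with TAMRA read by polarization; 0% = receptor in buffer alone and 100% = receptor with positive control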
# PRMT1 FP inh = PRMT1 methyltransferase inhibitors, primary screen, biochemical, fluorescence polarization; Protein arginine N-methyltransferase 1 (Homo sapiens), Q99873; recombinant PRMT1, activity-based probe fluorescence polarization; inhibition, % at 2.79 µM; hit rate 1.3% among 370,000;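 active = inhibition above about 21% made by adding two undisclosed values, limit read from the data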
# UHRF1 MBD2 ctr = UHRF1 methylated DNA binding inhibitors, primary screen, counter-screen for MBD2 inhibitor project, biochemical, TR-FRET, human UHRF1, single concentration | AID 687016, 2013 | E3 ubiquitin-protein ligase UHRF1 (Homo sapiens), Q96T88 | inhibition, % at 4.4 µM | hit rate 0.75% among 370,000 | UHRF1 binding to methylated oligo; in the data active = inhibition above about 21%;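 also: UHRF1 SRA domain binding a hemimethylated CpG hairpin DNA probe; 0% = median of test compound wells and 100% = reference inhibitor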
# mABHD4 FP = ABHD4 inhibitors, primary screen, biochemical, fluorescence polarization, mouse; inhibition, % at 8.92 µM; hit rate 0.54% among 370,000; (Lyso)-N-acylphosphatidylethanolamine lipase (Mus musculus), Q8VD66; purified mABHD4, FP-Rh probe fluorescence polarization;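 active = inhibition exceeding the mean over every tested compound plus 3 SD, cut at about 30% in these data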;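 also: 0% = plate median of compound wells and 100% = S159A mutant with DMSO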
#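 Assay system: wild-type mouse ABHD4 protein; compound: single nominal dose of 8.92 µM, 0.89% DMSO final; schedule: 45 min + 60 min at 25 °C; measured by: FP readout, ex 525 nm / em 598 nm; evaluation: % inhibition of FP-Rh probe binding versus controls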
# LEDGF integ inh = blockers of LEDGF/p75-dependent integrase strand transfer – biochemical, TR-FRET, high throughput, primary screen | inhibition, % at 3.7 µM | AID 743269, 2014 | hit rate 0.64% among 370,000 | TR-FRET IN-LEDGF/p75 DNA integration, Eu/Cy5 | HIV-1 integrase (with human LEDGF/p75);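 active = inhibition above the screen-wide mean plus 3 SD, cut at about 13% in these data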;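 also: signal is the Cy5 over europium emission ratio at 671 and 618 nm; 0% = plate median of compound wells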
# Starred values were filed as active, the others as inactive; . = no result given.
SMILES,SIAE primary,TDP2 inh,PG9 binder,Tn7 DDE FP,HTRA1 inhibitor,TCR-CD3 inh,PRMT1 FP inh,UHRF1 MBD2 ctr,mABHD4 FP,LEDGF integ inh
O=C(NCc1ccccc1)[C@@H]1CCCN1C(=O)[C@H]1CCCN1C(=O)c1ccccc1F,-3.8,2.3,-1.1,-2.2,.,-2.2,-0.5,-0.4,-0.3,1.6
Cc1ccc(O)c(C(=O)C=Cc2ccccc2)c1,-3.1,3.7,-1.5,-2.3,-18.8,1.6,-1.6,-1.5,3.2,4.4
CCCC(=O)N(C)c1nnc(-c2ccc(OC)cc2)s1,4.9,11.3,-0.1,4.3,-6.1,0.5,-1.4,-6.0,-6.5,-1.1
Cc1ccc(S(=O)(=O)N2CCOCC2)cc1NC(=O)COc1cccc(Oc2ccccc2)c1,-4.0,-9.2,-2.5,-7.8,-30.4,7.1,-9.7,-1.4,-15.9,1.3
CCc1ccc(NC(=O)Nc2cccc(OC)c2)cc1,0.4,2.4,0.2,-2.2,-16.5,-0.2,-2.2,-2.7,-9.6,1.3
COc1ccc(NC(=O)c2c(-c3c(Cl)cccc3Cl)noc2C)c(OC)c1,-0.7,-3.8,0.9,-1.9,-11.9,5.2,-1.7,-3.0,-1.0,-2.0
C=C1C(=O)O[C@H]2[C@H]1[C@H](OC(=O)/C(C)=C\C)C[C@]1(CO1)[C@@H]1[C@H](OC(C)=O)C=C(C)[C@]21O,4.8,9.8,-0.4,-2.5,-3.3,4.8,-1.6,8.3,-3.9,6.8
COc1ccc(S(=O)(=O)N2CCCCC2c2cc(C(=O)Nc3ccc(OC)cc3C)no2)cc1 (configuration not stated),1.7,-7.4,0.7,5.0,.,-4.1,1.9,1.1,-0.2,3.5
COc1ccc(C2(CNC(=O)c3ccc(OC)c([N+](=O)[O-])c3)CCOCC2)cc1OC,0.2,4.5,-1.4,-4.5,-0.5,7.5,-1.5,5.3,-7.9,0.1
CN1C(=O)N(C)C2C1NC(=O)N2C (configuration not stated),4.3,7.0,-0.1,6.5,4.3,8.3,-1.1,3.0,-2.1,1.2
COc1cccc(/C=N/NC(=O)c2cnn(-c3ccccc3)c2N)c1,-2.8,-12.1,-1.4,-2.9,-5.9,11.0,-1.8,-1.6,-4.4,-4.3
O=S(=O)(/N=C(\c1ccccc1F)N1CCCCC1)c1ccccc1,0.1,7.8,-0.1,-0.4,5.5,-2.3,0.6,2.1,12.4,-2.6
Cc1ccc(NCc2ccccc2O)c(C)c1,4.7,1.6,-2.7,-0.5,3.0,-0.8,3.0,0.9,3.4,-2.2
O=C(NCC(O)c1ccccc1)Nc1cccs1 (configuration not stated),6.3,11.1,1.0,-5.3,-2.2,4.1,-0.2,-4.1,3.1,-1.8
COc1cc(C(=O)Nc2ccc3nc4n(c(=O)c3c2)CCCCC4)cc(OC)c1OC,-6.9,14.8,0.0,5.1,0.2,1.5,-2.4,-0.1,-4.0,0.7
CC(C)c1nc(SCC(=O)NC2CCCC2)c2ccccc2n1,-4.7,-3.5,5.3,6.0,-0.7,8.4,4.1,-1.1,-0.6,-0.9
NC(=O)NC(CC(=O)NNC(=O)c1cccs1)c1ccc(Cl)cc1 (configuration not stated),-9.0,5.4,0.2,-4.8,6.4,1.9,-0.3,-0.5,1.7,2.1
Cc1c2ccccc2nc2c(F)c(NCCO)c(F)c(F)c12,15.8,13.2,-5.2,6.4,66.8*,15.7,26.8*,-16.3,58.4*,13.5*
O=C(NC1CCCCC1)c1ccc(-c2cn[nH]c2)c2ccoc12,4.8,3.6,0.2,1.4,.,-2.9,1.6,-3.1,-9.9,0.3
CC(=O)N1CCOc2ccc(S(=O)(=O)NCCc3cccc(C)c3)cc21,-1.9,6.8,-1.6,2.9,1.7,9.6,0.8,-1.1,-0.5,2.2
CCCCCc1c(C)nc(SCC(=O)O)[nH]c1=O,2.3,9.9,1.0,5.7,8.3,-2.6,-0.1,-1.5,0.9,3.2
N#Cc1ccccc1OCC(=O)NCCNC(=O)COc1ccccc1C#N,-5.3,3.7,2.2,0.7,-3.6,-2.4,3.3,-1.5,1.8,-5.3
COc1cc(OC)cc(-c2nnc(N(C)C(=O)c3ccncc3)s2)c1,2.4,-0.3,0.6,-5.3,-6.5,6.9,-2.0,-2.3,1.4,1.9
Cc1cccnc1NS(=O)(=O)c1ccccc1,-2.3,-5.3,-1.9,4.2,0.8,0.5,-7.6,-0.8,0.9,-2.8

# A different layout for some results above.
Structure | SIAE primary | TDP2 inh | PG9 binder | Tn7 DDE FP | HTRA1 inhibitor | TCR-CD3 inh | PRMT1 FP inh | UHRF1 MBD2 ctr | mABHD4 FP | LEDGF integ inh
O=C(NCC(O)c1ccccc1)Nc1cccs1 (configuration not stated) | 6.3 | 11.1 | 1.0 | -5.3 | -2.2 | 4.1 | -0.2 | -4.1 | 3.1 | -1.8
COc1cc(C(=O)Nc2ccc3nc4n(c(=O)c3c2)CCCCC4)cc(OC)c1OC | -6.9 | 14.8 | 0.0 | 5.1 | 0.2 | 1.5 | -2.4 | -0.1 | -4.0 | 0.7
CC(C)c1nc(SCC(=O)NC2CCCC2)c2ccccc2n1 | -4.7 | -3.5 | 5.3 | 6.0 | -0.7 | 8.4 | 4.1 | -1.1 | -0.6 | -0.9

# Additional structures follow:
SMILES,SIAE primary,TDP2 inh,PG9 binder,Tn7 DDE FP,HTRA1 inhibitor,TCR-CD3 inh,PRMT1 FP inh,UHRF1 MBD2 ctr,mABHD4 FP,LEDGF integ inh
COC(=O)c1ccc(-c2csc(NC(=O)C3=COCCO3)n2)cc1,-7.3,5.2,-1.5,1.1,-17.2,0.0,3.5,-1.9,-8.2,-1.4
CCCC(=O)Nc1sc(C(=O)Nc2cccc(N)c2)c(C)c1C(=O)OC,2.6,9.0,-0.3,-1.1,4.3,6.6,-2.6,-0.7,-1.8,4.1
O=C1c2cccc3cccc(c23)C(=O)N1CCCc1n[nH]c(=S)n1-c1ccccc1,3.1,13.3,2.6,-6.7,8.6,-0.2,3.6,0.7,-1.2,1.4
COc1cc(S(=O)(=O)NCC2COCCO2)ccc1-n1cnnn1 (configuration not stated),3.1,-9.2,0.8,-2.8,-7.0,4.5,-1.7,3.9,2.6,-4.4
CCC(C(=O)NC(C)(C)C)N(Cc1ccc(F)cc1)C(=O)c1snc(C(N)=O)c1N (configuration not stated),-7.2,5.5,-4.3,1.5,-9.2,-5.4,1.6,-0.5,5.3,-0.5
Cc1cc(/C=N\NC(=O)CC(=O)NC2CCCCC2)c(C)n1-c1cccc(Cl)c1Cl,4.3,7.6,0.2,0.6,-6.6,-0.4,-0.7,-0.2,10.7,-1.6
Brc1ccc(-c2noc3c2-c2nc(C4CCCCC4)sc2CC3)cc1,8.4,2.4,0.1,-4.4,-9.3,-2.7,1.4,-0.3,-0.1,0.1
Cc1nn(Cc2cccc(C(=O)N3CCCC(C)C3)c2)c(C)c1[N+](=O)[O-] (configuration not stated),-10.7,-8.0,1.2,6.6,-5.5,-12.1,3.4,2.6,-8.2,-2.6
COc1ccc2nc(SCC(=O)NC3CCCC3)c(C)cc2c1,6.0,-1.5,33.9*,-0.3,-14.0,-2.4,-0.7,3.0,-2.0,-0.7
CC(C)C1N=C2c3ccccc3N=C(SCC#N)N2C1=O (configuration not stated),-2.3,-6.5,-0.1,-5.4,2.8,6.4,-5.0,-3.0,-4.0,-0.4
COc1ccccc1NC(=O)C1CCN(c2ncnc3c2nc2n3CCCCC2)CC1,-7.8,-3.8,0.1,-3.3,-1.1,6.8,-0.9,1.2,2.0,2.3
O=C(CN1CCN(C(=O)C2CC2)CC1)Nc1ccc(Cl)cc1F,3.2,-0.1,0.1,-2.0,0.7,-1.9,-0.2,0.3,3.9,-2.5
COc1ccccc1NS(=O)(=O)c1cc(NC(=O)COc2ccccc2)ccc1N1CCOCC1,-17.6,-1.7,0.5,-5.7,-36.4,2.8,-1.3,-0.6,-22.1,1.7
O=[N+]([O-])c1cccc(-c2ccc(/C=N/Nc3nc(N4CCCCC4)nc(N4CCCCC4)n3)o2)c1,2.8,-8.2,-0.7,-11.8,3.8,5.0,-0.8,-1.9,1.5,4.4
Cc1ccc(NC(=O)CSc2ncccn2)cc1S(=O)(=O)N1CCCCC1,0.5,-12.3,-1.5,-3.3,-5.2,3.1,4.2,4.1,-5.5,-11.0
COc1ccc(CCNC2CC(=O)N(C3CCCCC3)C2=O)cc1OC (configuration not stated),9.3,-7.3,1.2,-3.7,2.3,-8.2,13.3,2.2,-7.4,0.4
Cc1nc2c(C#N)c(-c3ccc(Cl)cc3)ccn2n1,4.0,9.6,-3.8,-1.2,0.4,3.9,-3.1,-2.0,-0.9,-1.3
Cc1ccc(SCCC(=O)N(C)CC(=O)Nc2c(C)cccc2C)cc1,7.4,2.4,-0.9,-5.7,-3.2,4.7,-1.5,-2.0,-3.7,-0.2
O=c1ccsn1Cc1ccccc1,-4.8,5.8,0.6,1.5,-0.5,-5.6,36.9*,-1.5,8.2,-0.2
NC(=O)C1CCN(C(=O)c2ccc3c(=O)n(Cc4cccc(Br)c4)c(=S)[nH]c3c2)CC1,-6.6,2.4,-3.1,-1.4,-5.3,-0.8,-0.3,1.1,-6.7,3.5
COc1ccc(OCC(=O)N2CCCC(CO)(CCOc3ccccc3)C2)cc1 (configuration not stated),-9.6,-12.8,-1.5,-5.9,-4.0,5.7,-3.6,2.8,-3.0,3.6
CCOC(=O)C1=C(C)N=c2s/c(=C/c3ccccc3)c(=O)n2C1c1ccc(OC)c(OC)c1 (configuration not stated),-2.6,7.5,0.6,-6.4,3.4,0.4,-1.4,-0.3,4.0,3.8
CC(C)(C)NC(=S)N/N=C/c1cccnc1,3.1,19.6,-0.6,5.4,4.8,-2.2,-2.6,-2.0,-2.7,1.4
CC(=O)c1ccc(N2CCC(C(=O)O)CC2)cc1,-2.1,2.0,-3.4,-2.2,6.1,4.3,-2.8,-3.3,-5.8,0.1
O=C(NC12CC3CC(CC(C3)C1)C2)N1CCN(C2CCCCC2)CC1,-6.9,-0.6,-1.1,-1.9,3.0,-9.6,-1.0,0.3,-0.1,-4.5

# Screening data from PubChem BioAssay.
